LDHA block = LDHA (human) enzyme inhibition; P00338; purified LDHA, NADH/diaphorase-resazurin fluorescence; hits give low values; activity change, % (values are at about 110 or 230 µM); hit rate 0.15% among 480,000; AID 1347041; in the data active = activity change below about -30%; inconclusive = mostly about -25% to -30%;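 note: plate controls were DMSO wells for no effect and wells without enzyme for full effect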
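LDH5 2 nM; NADH 0.06 mM, pyruvate 0.2 mM; 200 mM Tris pH 7.4, EDTA, Tween-20; 5 min RT. Detection: diaphorase 0.133 mg/mL + resazurin 37 µM, fluorescence ex540/em590 at 0 and 20 min; normalized to enzyme-free and DMSO wells.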
ALOX12 inh = ALOX12 (human) lipoxygenase inhibition | AID 1671190 | hit rate 1.1% among 580,000 | Potency, µM (series often up to 108 µM), inactives show at the top dose activity change, negative = inhibition, usual class: inhibitors | purified 12hLO, xylenol orange hydroperoxide absorbance; active = well fitted inhibition curve with a large enough effect; inconclusive = small, poorly fitted or top-dose-only effect, or another doubt; inactive = no such curve, though single readings can be large or run the other way; note: potency is the fitted concentration of half-maximal effect
Target sequence (P18054 whole entry, looked up): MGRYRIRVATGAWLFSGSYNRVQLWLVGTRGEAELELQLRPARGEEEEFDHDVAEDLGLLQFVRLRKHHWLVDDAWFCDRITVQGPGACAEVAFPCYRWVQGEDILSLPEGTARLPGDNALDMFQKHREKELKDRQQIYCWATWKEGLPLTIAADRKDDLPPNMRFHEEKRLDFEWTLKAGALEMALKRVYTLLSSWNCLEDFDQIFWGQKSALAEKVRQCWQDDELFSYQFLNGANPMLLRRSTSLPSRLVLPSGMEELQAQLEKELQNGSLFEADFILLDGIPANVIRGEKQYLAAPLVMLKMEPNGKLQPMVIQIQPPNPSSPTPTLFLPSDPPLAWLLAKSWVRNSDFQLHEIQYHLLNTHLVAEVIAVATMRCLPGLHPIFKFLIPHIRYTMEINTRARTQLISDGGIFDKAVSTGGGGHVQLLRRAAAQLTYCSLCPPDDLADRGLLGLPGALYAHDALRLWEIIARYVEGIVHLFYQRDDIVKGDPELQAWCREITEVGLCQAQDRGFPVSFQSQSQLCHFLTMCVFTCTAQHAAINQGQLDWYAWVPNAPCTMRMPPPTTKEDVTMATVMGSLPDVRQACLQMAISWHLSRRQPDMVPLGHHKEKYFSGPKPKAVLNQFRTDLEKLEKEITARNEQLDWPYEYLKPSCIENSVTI
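Purified human 12hLO (150 nM final) in 25 mM Hepes, 0.01% Triton X-100, pH 7.0 was preincubated 15 min at room temperature with compound. Then 40 uM arachidonic acid was added, 30 min. Hydroperoxide was read by Fe-XO absorbance ratio 573/405 nm.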
An asterisk follows results filed as active; ? = inconclusive; [ ] = dose if it differs, or a comment. Unless noted, % is set by controls: 0 for no effect and ±100 for the full control effect.

SMILES	LDHA block	ALOX12 inh
CCn1nc(C(=O)Nc2cc(S(=O)(=O)N(C)C)ccc2OC)c2ccccc2c1=O	8	2%
CC(C)NC(=O)N1Cc2cc(C(=O)NC3CCC3)nc(-c3cccc(-c4cncnc4)c3)c2[C@H]1CCO	-14	?
O=C(O)CS(=O)(=O)Cc1ccc(Cl)cc1	4	?
Brc1ccccc1/C=N/Nc1ccc2ccccc2c1	6	?
CC(=O)NNC(=S)NCc1ccc(C)cc1	8	29%
O=C(CCNC(=O)NCc1nc2c(cnn2-c2ccccc2)c(=O)[nH]1)NCc1ccccc1	1	?
Cc1nc2ccc(C(=O)NCCCN(C)C)cc2nc1C	12	-5%
CC(=O)Nc1cc(F)ccc1-c1csc(NC(=O)C2CCCC2)n1	-6	?
COc1ccc(-c2ccc3nncn3c2)cn1	-5	19%
CS(=O)(=O)Nc1ccc(-c2cnc3cccnn23)cc1	-4	5%
O=C(/C=C/c1ccc(-c2c(Cl)cccc2Cl)o1)c1ccc(Cl)cc1	5	?
CC(C)=CC1C(C(=O)NCC2CN(CC(C)C)CCO2)C1(C)C (stereo unspecified)	3	7%
O=C(CCc1ncc(-c2ccccc2F)o1)Nc1ccc(F)cc1	?	-15%
O=[N+]([O-])c1ccccc1-c1ccc(/C=N/O)o1	11	-28%
CCn1cc(CNC(=O)c2cc(-c3ccc(C)c(C)c3)nc3ccccc23)cn1	1	14%
COc1cccc(C(NC(C)=O)c2nc(-c3cc4ccccc4o3)cs2)c1 (stereo unspecified)	-9	-3%
O=C(Nc1ccc(Cl)cc1)c1ccc(-n2cnc3ccccc3c2=O)cc1	0	15%
CCCCC(=O)Oc1ccc2c(C)cc(=O)oc2c1	1	3%
S=C(NCc1ccccc1)Nc1ccc(NC(=S)NCc2ccccc2)c(Cl)c1	-8	-4%
COc1ccc(C(C)=O)cc1Cn1c(C)c(C(=O)NCc2cccc(C(F)(F)F)c2)sc1=O	-10	-6%
Cc1ccc(-c2cnc(CCC(=O)NCc3ccco3)o2)cc1C	3	?
COc1cc(NC(=O)CSc2nnc(-c3ccccc3OC)n2-c2ccccc2)cc(OC)c1	0	33%[activator]
O=C(Cn1cnc2ccc(Cl)cc2c1=O)N(Cc1cccs1)c1ccc2c(c1)OCCO2	11	-19%
CCn1c(SCc2nc(-c3ccccc3Cl)oc2C)nc2c(=O)[nH]cnc21	1	?
O=C(NC1CCCCC1)C(c1ccnc2ccccc12)N1CCc2ccccc2C1 (stereo unspecified)	0	?
O=C(Nc1ccc(Oc2ccccc2)cc1)c1csc([C@@H]2O[C@H](CO)[C@@H](O)[C@H]2O)n1	-3	20%
CCOC(=O)C1CCCN(C(=O)c2ccc(N(C)C)cc2)CC1 (stereo unspecified)	-6	0%
O=C(CN=C1NS(=O)(=O)c2ccccc21)NCCc1ccccn1	?	17%
CCCNc1nc(-c2ccc([N+](=O)[O-])cc2)c(C(=O)Nc2ccccc2)s1	7	-20%
CC(C)CNC(=O)NC(=O)CN(C(C)C)C1CC1	1	-37%
COc1ccc(CNC(=O)c2ccc(OC(C)=O)cc2)cc1	-5	10%
O=S(=O)(Cc1ccc(Cl)cc1)Cc1ccnc(Cl)c1	11	?
CCc1ccc(C2CC(=O)N3CN(Cc4ccccc4)CSC3=C2C#N)cc1 (stereo unspecified)	57	3.2µM*
CCc1nnsc1C(=O)N(C)Cc1ccccc1Cl	1	-20%
Cc1ccsc1C(=O)/C(C#N)=C\c1ccc(OC(F)F)cc1	4	?
CCc1ccc(CNC(=O)c2cccn3c(=O)c4ccccc4nc23)cc1	14	-6%
Cc1ccc(-c2cc(C(=O)NCCCN(C)C)c3ccccc3n2)cc1	2	-1%
CCC1(c2ccc(NC(=O)c3cccc(OC)c3)cc2)CCC(=O)NC1=O (stereo unspecified)	-2	-49%
CCn1cnc2c1c(=O)n(CC(=O)Nc1ccc(OC)c(OC)c1)c(=O)n2Cc1ccccc1	18	?
COc1ccc(C)cc1Nc1nc(N)c(C(=O)c2ccc(C)cc2C)s1	9	?
Cc1nn(-c2nc(CC(=O)Nc3ccccc3F)cs2)c(C)c1Cc1ccccc1	0	-16%
CCOc1cccc(-c2ccc3nncn3c2)c1	1	0%
CC(C)n1nc(C(=O)N2CCN(c3ncccn3)CC2)c2ccccc2c1=O	8	1%
c1cc(-c2cc3nc(NC4CCCCC4)ccn3n2)ccc1OCCN1CCOCC1	-9	-21%
O=C(Nc1c(Cl)cc(Cl)cc1Cl)C12CC3CC(CC(C3)C1)C2	-1	0%
Cc1cc(C)cc(-n2c3ccc(NC(=O)Cc4cccc5ccccc45)cc3c(=O)n2C)c1	1	9%
COC(=O)c1nnn(CC(=O)Nc2ccccc2Cl)c1C(=O)OC	-5	-1%
Cn1c(=O)c2c(nc(N3CCOCC3)n2CCCN)n(C)c1=O	1	-5%
CCOC(=O)c1cc(S(=O)(=O)Nc2ccc(OCc3ccccc3)cc2)[nH]n1	9	8.9µM*
Nc1cccc(-c2cncc(N3CCN(Cc4ccccn4)CC3)n2)c1	-4	7%
CC(C)c1ccc(CNC(=O)c2cc3c(s2)CCCC3)cc1	0	1%
O=C(O)C12CC3CCC(CC(C3)C1)C2	0	?
CN(C(=O)CN1CCC(c2cc3ccccc3[nH]2)CC1)C1CC1	2	9%
CCCS(=O)(=O)NC(=O)C1(C)CCCN(C(=O)c2ccc3snnc3c2)C1 (stereo unspecified)	-4	?
CCc1nc2ccc(C(=O)Nc3cccc(OC)c3)cn2c1N(CC)CCOC	3	-7%
CCc1cccc(N2C(=O)N(CC(=O)NCc3ccc(OC)cc3)c3ccccc3S2(=O)=O)c1	6	16%
FC(F)(F)C(Oc1nc(N2CCOCC2)nc(N2CCOCC2)n1)C(F)(F)F	9	?
COc1ccc(CNC(=O)Nc2nc(C(N)Cc3ccc(Cl)cc3)cs2)cc1 (stereo unspecified)	-5	-27%
OC(CNCc1ccc(-c2ccccc2)o1)c1ccccc1 (stereo unspecified)	10	-38%
O=C(O)CNC(=O)Cn1ccc2ccc(OCc3ccccc3)cc21	7	?

Other records.
SMILES	LDHA block	ALOX12 inh
Cc1ccc(S(=O)(=O)Nc2ccc(S(=O)(=O)Nc3ccccc3)cc2[N+](=O)[O-])cc1	-6	25µM*
COc1cc(NC(=O)Cn2cc(S(=O)(=O)c3ccccc3)c(=O)c3ccc(C)nc32)cc(OC)c1	7	-46%
Cc1ccc(-c2nc3cc(C)c(C)cc3nc2-c2ccc(C)cc2)cc1	-2	2%
CC(NCC(C#N)CCC#N)c1cccc(Br)c1 (stereo unspecified)	12	-25%
CCCCNC(=O)C(C#N)c1nc2ccccc2nc1N1CCN(c2ccc(F)cc2)CC1 (stereo unspecified)	-1	?
O=C(COc1ncnc2sc3c(c12)CCCC3)Nc1ccc2c(c1)OCCO2	3	-17%
COc1cc(CN2CCCCC2C)ccc1OC(F)F (stereo unspecified)	8	8%
COc1cccc(-c2oc3c(c2C(=O)OCCN(C)C)C(O)CCC3)c1 (stereo unspecified)	6	-1%
CC(=O)NC(c1ccccc1)c1nc(/C=C/c2ccccc2)cs1 (stereo unspecified)	-6	?
Cc1ccc(-c2ocnc2C(=O)Nc2ccc(Cl)cc2C)o1	1	-1%
CCOC(=O)c1ccc(NC(=O)CSC2=Nc3ccccc3N=C(c3cccc(OC)c3)C2)cc1	2	-4%
Cc1cc(C)cc(NC(=O)CCCn2cnc3c2c(=O)n(C)c(=O)n3C)c1	1	19%
COc1ccc(CCNC(=O)c2ccc(Br)o2)cc1Br	-1	?
O=C(/C=C/[C@H]1O[C@@H](n2ccc(=O)[nH]c2=O)[C@H](O)[C@@H]1O)NCCc1cccs1	-8	?
Cc1cc2oc(C(=O)NCCc3nc(-c4ccccc4)no3)cc(=O)c2cc1C	1	22%
Cc1noc(C)c1C(=O)N(C)Cc1ccc2c(c1)OCO2	11	?
Cc1cccc(-c2ocnc2C(=O)Nc2ccccc2C)c1	-6	?
COc1ccccc1-c1nc(S(=O)(=O)c2ccc3c(c2)OCCO3)c(NC(C)C)o1	2	?
N#C/C(=C/c1c2ccccc2cc2ccccc12)c1nc2ccccc2[nH]1	9	?
Cc1cc(SC(C)C(=O)c2ccc(Cl)cc2)nc2ccccc12 (stereo unspecified)	-5	-27%

Entries from the list above containing an aryl thioether with sulfur outside any ring:
SMILES	LDHA block	ALOX12 inh
COc1cc(NC(=O)CSc2nnc(-c3ccccc3OC)n2-c2ccccc2)cc(OC)c1	0	33%[activator]
CCn1c(SCc2nc(-c3ccccc3Cl)oc2C)nc2c(=O)[nH]cnc21	1	?
Cc1cc(SC(C)C(=O)c2ccc(Cl)cc2)nc2ccccc12 (stereo unspecified)	-5	-27%

Next section
SMILES	LDHA block	ALOX12 inh
COc1ccccc1-c1cccc(-c2nc(C(=O)Nc3nccs3)cc3c2[C@H](CCO)N(C(C)=O)C3)c1	1	?
COc1ccc(CC(=O)NC(C)c2nnc(SCC(=O)c3ccc(Cl)cc3)n2C)cc1 (stereo unspecified)	?	?
CC(C)C[C@H]1CN(CCCC[C@H]2CNC(=O)C(=O)N2Cc2ccccc2)C(=O)C(=O)N1CCc1ccccc1	0	-1%
C=CCn1c(-c2ccccn2)n[nH]c1=S	-6	10µM*
COc1ccc(CNC(=O)c2cnc3ccccc3n2)cc1	17	?
CC(C)C[C@H]1CNC(=O)C(=O)N1CC1CCN(CCc2ccccc2)CC1	-10	-4%
COC(=O)CC(NC(=O)c1nn(C)c(=O)c2ccccc12)c1ccccc1 (stereo unspecified)	-2	8%
CCC(C)C(C(=O)NCc1ccc(C(=O)OC)cc1)c1ccccc1 (stereo unspecified)	9	-9%
COc1ccc(C(CC(=O)c2ccco2)SCCO)cc1OC (stereo unspecified)	-2	0%
Cc1ccc(C(C)(C)C)cc1CC(=O)O	3	-5%
CC(C)c1ccccc1NC(=O)Nc1nc(C(N)Cc2ccc(C(F)(F)F)cc2)cs1 (stereo unspecified)	-16	?
Cc1cccc(C)c1-n1nnnc1C(c1cc2ccccc2o1)N1CCN(C/C=C/c2ccccc2)CC1 (stereo unspecified)	-3	0%
O=S(=O)(Cc1ccccc1)NCCCCl	10	23%
CCc1ccc2oc(C(=O)NCC(c3ccco3)N3CCCC3)cc(=O)c2c1 (stereo unspecified)	10	?
CC1CCCN(C(=O)CCc2ncc(-c3ccc(F)cc3F)o2)C1 (stereo unspecified)	5	11%
O=C(Nc1ccc(Cl)cc1C(F)(F)F)c1cc(I)ccc1Cl	11	-23%
CC1CCCCC1NC(=S)NN (stereo unspecified)	2	64%[activator]
C=CCNC(=S)NNC(=O)CCc1ccccc1	-2	11%
Cn1nc(C(=O)N2CCCCCC2)c2c1-c1ccsc1CC2	53	?
CC(C)n1c(NC2CCCCC2)nc2c1c(=O)n(C)c(=O)n2C	-3	-6%
CS(=O)(=O)c1ccc(Nc2nc(C(N)c3ccccc3Cl)cs2)cc1 (stereo unspecified)	2	13%
Cc1ccc2[nH]cc(CCNC(=O)Cc3ccc(F)cc3)c2c1	2	?
COc1cc(OC)c(NS(=O)(=O)c2cc(C(=O)N3CCCCCC3)ccc2C)cc1Cl	2	1%
Cc1cc(C(=O)N2CCC(NC(=O)c3ccncc3)CC2)c2ccccc2n1	7	25%
COC(=O)c1ccc(C2CC(=O)NC3=C2C(=O)CC(C)(C)C3)cc1 (stereo unspecified)	2	-28%
CCc1ccc(CCC(=O)N(C)Cc2cccs2)cc1	9	38%[activator]
Cc1cc(C)c(NS(=O)(=O)c2cccc(C(F)(F)F)c2)c(C)c1	4	?
Cc1cccc2[nH]cc(C=O)c12	1	-14%
CC(C)OC(=O)COc1ccc(/C=C(/C#N)c2nc3ccccc3[nH]2)cc1	7	-11%
Cc1sc(NC(=O)c2ccccc2)c(C(c2cccs2)N2CCOCC2)c1C (stereo unspecified)	7	-9%
COc1ccc(C)cc1NC(=O)c1ccc2c(c1)NC(=O)CS2	1	?
CCCOC(=O)c1nn(-c2ccccc2)c(=O)c2ccccc12	0	16%
CCCCc1ccc(-n2nnnc2SCC(=O)Nc2ccc(NC(C)=O)cc2)cc1	-1	-3%
COCCNC(=O)C1Cc2c(-c3cccc(NC(C)=O)c3)ccnc2O1 (stereo unspecified)	-13	-22%
CCCn1c(=O)n(C)c(=O)c2c(SCC(=O)Nc3ccc4c(c3)OCO4)nc(C3CC3)nc21	10	-38%

An excerpt of these results, with each value named:
COc1cc(OC)c(NS(=O)(=O)c2cc(C(=O)N3CCCCCC3)ccc2C)cc1Cl
  LDHA block = 2	ALOX12 inh = 1%

Cc1cc(C(=O)N2CCC(NC(=O)c3ccncc3)CC2)c2ccccc2n1
  LDHA block = 7	ALOX12 inh = 25%

COC(=O)c1ccc(C2CC(=O)NC3=C2C(=O)CC(C)(C)C3)cc1 (stereo unspecified)
  LDHA block = 2	ALOX12 inh = -28%

Source: PubChem (National Center for Advancing Translational Sciences (NCATS))

Only part of the results is shown; the hit share may differ from the screen's.
